CHRM4 PAM: potentiates acetylcholine response at human M4 receptor. P08173. CHO-K1 hM4/Gqi5, Fluo-8 calcium fluorescence, ACh EC20; 0% = ACh EC20, 100% = maximal ACh. activation, % at 3 µM. actives 0.4% (n = 360,000);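 active means activation above its plate's cutoff, the mean activation of sample wells plus 3 SD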; further: some results filed as inactive read as strong as hits
Target sequence (P08173 whole entry, looked up): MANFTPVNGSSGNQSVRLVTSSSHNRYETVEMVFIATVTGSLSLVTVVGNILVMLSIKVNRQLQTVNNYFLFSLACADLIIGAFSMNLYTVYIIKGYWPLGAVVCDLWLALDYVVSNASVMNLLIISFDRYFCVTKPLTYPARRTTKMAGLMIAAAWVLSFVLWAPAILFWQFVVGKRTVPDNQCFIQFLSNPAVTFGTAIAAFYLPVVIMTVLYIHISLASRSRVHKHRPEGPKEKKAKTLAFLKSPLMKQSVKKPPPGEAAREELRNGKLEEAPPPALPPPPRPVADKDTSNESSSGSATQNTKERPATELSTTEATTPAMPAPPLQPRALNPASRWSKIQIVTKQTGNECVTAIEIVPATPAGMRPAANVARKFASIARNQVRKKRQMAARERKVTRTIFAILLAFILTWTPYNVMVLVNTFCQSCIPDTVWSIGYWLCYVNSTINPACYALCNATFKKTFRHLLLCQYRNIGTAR
CHRM1 antagonist: human CHRM1 antagonism; CHO-K1 hM1, Fluo-8 calcium fluorescence, ACh EC80 antagonist; inhibition, % at 3 µM; actives 1.3% (n = 360,000); AID 588852;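 active means percent inhibition above its own plate's cutoff, namely the mean of that plate's compound wells plus 3 SD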;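 further: peak over basal fluorescence ratio during 140 s after agonist addition; 0% = ACh EC80 plus DMSO and 100% = DMSO alone without agonist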
CHRM5 agonist: CHRM5 agonism in calcium assay | P08912 | CHO-K1 hM5 cells, Fluo-8 calcium fluorescence; 0% DMSO wells, 100% maximal acetylcholine response | activation, % at 3 µM | actives 0.19% (n = 360,000) | AID 624037;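 active means activation above the run's mean over test compounds plus 3 SD, cut at about 23% in these data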;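 further: signal is peak over basal fluorescence ratio across the kinetic read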
Target sequence (P08912 whole entry, looked up): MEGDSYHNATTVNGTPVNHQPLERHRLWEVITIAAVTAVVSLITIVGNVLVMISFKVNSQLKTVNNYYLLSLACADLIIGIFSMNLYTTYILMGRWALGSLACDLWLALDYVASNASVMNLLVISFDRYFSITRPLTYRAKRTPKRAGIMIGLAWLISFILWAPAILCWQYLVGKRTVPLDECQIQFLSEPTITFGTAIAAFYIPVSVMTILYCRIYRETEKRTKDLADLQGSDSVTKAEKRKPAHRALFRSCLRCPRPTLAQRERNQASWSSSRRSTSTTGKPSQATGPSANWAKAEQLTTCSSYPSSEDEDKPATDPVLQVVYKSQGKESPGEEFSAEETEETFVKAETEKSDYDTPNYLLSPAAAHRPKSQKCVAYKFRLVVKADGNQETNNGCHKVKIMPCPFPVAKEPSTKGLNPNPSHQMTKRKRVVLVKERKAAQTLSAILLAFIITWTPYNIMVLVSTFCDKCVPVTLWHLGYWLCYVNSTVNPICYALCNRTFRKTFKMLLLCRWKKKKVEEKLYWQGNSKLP
M5 antag: CHRM5 antagonism in calcium assay. CHO-hM5 cells, Fluo-8 calcium fluorescence, ACh EC80. inhibition, % at 3 µM. actives 0.59% (n = 360,000). AID 624040;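 active means inhibition above a per-plate cutoff, the mean of that plate's test compounds plus 3 SD, cut at about 27% in these data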;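 further: 0% = acetylcholine EC80 with DMSO and 100% = DMSO without agonist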
CHRM4 antagonist: CHRM4 antagonism in calcium assay; CHO-hM4 cells, ACh EC80, Fluo-8 calcium fluorescence; inhibition, % at 3 µM; P08173; actives 0.73% (n = 360,000); AID 624125;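 active means inhibition above its plate's cutoff, the mean inhibition of sample wells plus 3 SD, cut at about 27% in these data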;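 further: 0% = acetylcholine EC80 with DMSO and 100% = DMSO without agonist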
M5 PAM: potentiates acetylcholine response at human M5 receptor. P08912. CHO-K1 hM5, Fluo-8 calcium, ACh EC20 PAM; 0% = ACh EC20, 100% = ACh EC100. actives 0.3% (n = 360,000). AID 624038. activation, % at 3 µM;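 active means activation above the run cutoff, the mean activation of all test compounds plus 3 SD, cut at about 18% in these data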
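System: CHO-K1 cell line with stable human muscarinic M5 receptor expression | Also added: EC20 acetylcholine as agonist stimulus | Compound: One concentration, 3 µM final (nominal) | Timing: Fluo-8 loading 80 min at 37 °C plus 30 min room temperature | Measured by: Fluo-8 calcium dye fluorescence, kinetic read | Read-out basis: % activation, ACh-normalized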
M4 ag: agonists of human muscarinic M4 receptor (CHRM4); activation, % at 3 µM; actives 0.14% (n = 360,000); P08173; CHO-K1 hM4/Gqi5, Fluo-8 calcium fluorescence; vehicle 0%, full acetylcholine response 100%;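 active means activation above the run mean over all test wells plus 3 SD, cut at about 32% in these data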;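 further: peak over basal fluorescence ratio per well then scaled between controls; 0% = DMSO wells and 100% = acetylcholine at EC100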
CHRM1 PAM: positive allosteric modulators of human M1 muscarinic receptor. P11229. CHO-K1 hM1, Fluo-8 calcium fluorescence, ACh EC20; 0% = ACh EC20, 100% = maximal ACh. activation, % at 3 µM. actives 0.088% (n = 360,000). AID 588819; in the data active means activation above about 19%, passing the limit was not always enough
CRFBP-R2 agonist: CRF-BP/CRF-R2 complex agonism; HEK293 CRF-R2/CRF-BP, calcium dye fluorescence (FLIPR); percent of saturating CRF peptide response; activation, % at 13.2 µM; actives 0.46% (n = 350,000); AID 588473;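 active means activation of at least 50%, plus an integration ratio under a set limit after plate pattern correction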;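 further: plate controls were neutral control wells without compound for no effect and CRF at EC100 for full effect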
Active calls of the source: *; / = no result given.

Value order: CHRM4 PAM | CHRM1 antagonist | CHRM5 agonist | M5 antag | CHRM4 antagonist | M5 PAM | M4 ag | CHRM1 PAM | CRFBP-R2 agonist
CC(=O)N1N=C(c2ccncc2)OC12CCCC2
    3 | -3 | 3 | -4 | -5 | 4 | 1 | 5 | 5.3
N#Cc1c(N)n(CCCN2CCOCC2)c2nc3ccccc3nc12
    2 | 0 | -2 | -4 | -1 | 3 | 1 | 1 | -0.2
Cc1ccc(NS(=O)(=O)c2ccc(OCC(N)=O)cc2)cc1
    4 | -8 | -3 | -8 | -16 | -6 | 1 | 7 | -3.9
CCOC(=O)N1CCC(N2Cc3cccc(C(=O)NCc4ccc5c(c4)OCO5)c3C2=O)CC1
    -7 | -3 | 2 | 6 | 4 | 0 | 3 | -4 | 2.1
CN=C1S/C(=C/c2cn(CC(=O)OC)c3ccccc23)C(=O)N1C
    -3 | 6 | -3 | 7 | 10 | 3 | 1 | 0 | -3.6
COc1ccc(CCNC(=O)c2nnn(-c3cccc(C)c3)c2N)cc1OC
    -1 | 0 | 8 | 2 | 18 | -10 | 5 | -1 | -0.1
Cc1c(=O)n(OCc2cccc(F)c2)c2ccccc2[n+]1[O-]
    7 | -1 | -4 | -1 | -12 | 1 | 1 | 6 | -0.2
CCOc1ccc(N2C(=O)C3C4C=CC([C@H]5CC45)[C@@H]3C2=O)cc1 (some centres undefined)
    8 | -9 | -7 | 4 | -3 | 0 | -1 | 11 | -4.0
CCN1/C(=C/c2cc[n+](CCCS(=O)(=O)[O-])c3ccccc23)Sc2ccccc21
    1 | -3 | -1 | 0 | 2 | 5 | 0 | 11 | 1.8
CCCCNC(=O)CC(C(=O)N1CCc2ccccc21)n1ccnc1 (centres undefined)
    34* | -13 | 6 | -10 | 28* | -2 | 0 | 12 | 0.6
COCc1cc(C)nc(SCc2ccccc2)c1C#N
    -1 | -1 | -7 | 18 | -8 | -5 | -2 | -4 | -0.6
CCN(Cc1cccs1)C(=O)CN1C(=O)NC(c2ccccc2)(c2ccccc2)C1=O
    4 | -5 | 5 | -3 | 6 | 4 | 12 | 8 | 0.3
CC1CCN(CC(O)Cn2c3ccccc3c3ccccc32)CC1 (centres undefined)
    -1 | -11 | -13 | 10 | 2 | 1 | 5 | 4 | 0.9
CSc1ccccc1NC(=O)CN(C)C(=O)COc1ncnc2ccccc12
    0 | 2 | 1 | -1 | 7 | -7 | 0 | -4 | -1.0
Cc1nn(Cc2ccccc2)c(C)c1CNC(=O)[C@H](C)N=C1NS(=O)(=O)c2ccccc21
    -12 | -4 | -4 | 8 | 4 | -8 | 1 | 0 | -1.5
CN(c1ccc(Cl)cc1)c1cc2c(c3c1ccn3C)C1CCC2O1 (centres undefined)
    -4 | 5 | 0 | -1 | -12 | -3 | -1 | -1 | /
O=S(=O)(NC1CCCCCC1)c1cccc2cccnc12
    3 | -11 | 0 | 0 | -6 | 0 | 1 | 8 | 0.1
COc1ccc(C=C2CCC3C(CCCC34OCCO4)C2=O)cc1 (centres undefined)
    -5 | -1 | -6 | 13 | 4 | -6 | 2 | -3 | 0.3
Cc1cc(N2C(=O)c3ccc(C(=O)Nc4ccc(O)cc4C(=O)O)cc3C2=O)no1
    13 | -10 | -3 | 0 | -6 | 11 | 1 | 5 | -0.7
Cc1ccccc1S(=O)(=O)N(C)C[C@H]1OCc2cn(nn2)CCCC(=O)N([C@H](C)CO)C[C@@H]1C
    5 | 0 | 1 | -4 | -17 | 0 | 0 | 3 | /
CN(C)CCCN(C(=O)c1ccco1)c1nc2ccc(Cl)cc2s1
    -2 | -9 | -12 | 5 | 10 | 6 | 8 | 8 | 7.5
Cc1ccc(/C=C/C(=O)O)cc1S(=O)(=O)N1CCc2ccccc2C1
    3 | 0 | -1 | -4 | 7 | 0 | 1 | 8 | -1.1
CN(C)/C=N/c1ncc(C(=O)c2ccc(-c3ccccc3)cc2)s1
    11 | -8 | -4 | 3 | -12 | -7 | 7 | 3 | 2.2
CC(=O)Nc1ccc(S(=O)(=O)NCc2ccc(C)n2C)cc1
    0 | -9 | -2 | 4 | 5 | 3 | 0 | 12 | 0.9
O=C1C2C3CCC(CC3)C2C(=O)N1c1ccccc1 (centres undefined)
    -3 | 2 | -4 | 7 | -6 | 3 | 0 | 2 | 2.0
COc1cccc(C2=Cc3ccc(F)cc3C(CC(C)=O)N2c2ccc(-c3cc(OC)c(OC)c(OC)c3)cc2)c1 (centres undefined)
    1 | / | 0 | -5 | -14 | -4 | 0 | / | /
COc1ccc(OC)c2c1CCC2=O
    17 | 3 | 2 | 7 | 16 | 0 | 2 | 13 | 8.8
Cc1nc(=O)c(-c2ccccc2)c(C)n1-c1ccccc1O
    -8 | -16 | -2 | 0 | -4 | 3 | 0 | -7 | 1.1
O=c1c2ccccc2c(-c2ccc(F)cc2)nn1-c1ccc(C(F)(F)F)cc1
    1 | -5 | 0 | -3 | -9 | -2 | -1 | 5 | 7.7
Fc1cc(F)cc(NC(=S)NCCCN2CCOCC2)c1
    2 | -7 | -1 | 4 | -9 | -5 | 1 | 12 | 0.5

The list continues.
Value order: CHRM4 PAM | CHRM1 antagonist | CHRM5 agonist | M5 antag | CHRM4 antagonist | M5 PAM | M4 ag | CHRM1 PAM | CRFBP-R2 agonist
CCc1cccc(CC)c1NC(=O)c1cccc(N)c1
    1 | -17 | -2 | 2 | -5 | 0 | 0 | 10 | 0.2
O=C1CC(=C(c2ccccc2)c2ccccc2)C(=O)N1CCN1CCN(c2cccc(Cl)c2)CC1
    9 | 7 | -1 | -2 | 17 | -1 | 1 | -1 | 0.9
CCCn1c2ccccc2c2cn[nH]c(=O)c21
    -12 | 8 | -2 | 6 | 7 | -3 | 1 | -1 | 1.1
O=C(O)C1CCN(S(=O)(=O)/C=C/c2ccccc2)CC1
    -14 | 0 | 5 | -9 | -1 | 6 | 1 | -3 | -2.8
Cc1ccc(OCCSc2ncccn2)c(C)c1
    1 | 14 | -1 | 6 | -8 | 3 | -1 | -1 | -0.8
O=C1c2ccccc2C(=O)N1COc1ccc(S(=O)(=O)N2CCOCC2)cc1[N+](=O)[O-]
    -8 | 0 | -8 | 0 | 13 | 3 | 3 | 6 | 1.4
CC(C)c1cc(C(=O)N2CCCC(Nc3ccc(F)cc3)C2)nc(N)n1 (centres undefined)
    -2 | 5 | -2 | 11 | 3 | -7 | 1 | 1 | -0.3
O=C(COc1ccc(Br)cc1)OCC(=O)N1CCOCC1
    1 | -1 | 0 | -1 | -14 | 2 | 2 | 2 | 0.9
OC1NC(=S)N(c2ccccc2)C1O (centres undefined)
    -2 | -12 | 0 | 4 | 0 | -1 | 1 | 5 | -2.3
COc1ccc(NC(=O)c2c(Cl)n(C)c3ccccc23)cc1
    -1 | -12 | -4 | 1 | -2 | 0 | 3 | -3 | -4.1
O=C(O)c1ccccc1-c1ccccc1C(=O)Nc1cccc(-c2nc3ccccc3o2)c1
    15 | 3 | 0 | 5 | -5 | 1 | 1 | -5 | -1.2
CCN1CCN(CCCN(Cc2ccco2)C(=S)Nc2cc(Cl)ccc2C)CC1
    -18 | 18 | -3 | 21 | 12 | -14 | 17 | -10 | -1.8
COc1ccccc1N1CCN(S(=O)(=O)c2cn(C)c(=O)n(C)c2=O)CC1
    -1 | -6 | 1 | -6 | -8 | 0 | 3 | 12 | -1.1
O=C(CCc1ccc(S(=O)(=O)NCCc2ccccc2)cc1)NCc1ccc2c(c1)OCO2
    -7 | -5 | -1 | 3 | 13 | -6 | 3 | 5 | -0.9
O=C(Nc1ncc(Cc2cccc(Cl)c2Cl)s1)C1CCCO1 (centres undefined)
    12 | -5 | -2 | 0 | -16 | 3 | 6 | 3 | 3.3
O=S1(=O)N=C(Nc2ccc(O)cc2)c2ccccc21
    6 | -3 | 5 | -8 | -6 | 21* | 1 | 11 | -0.2
COc1ccc(N2CCN(Cc3nc(-c4ccc(Cl)cc4Cl)no3)CC2)cc1
    -4 | -1 | -6 | 1 | -6 | 0 | 0 | -5 | -0.9
CCNc1nc(NCC)n2c(SCC(=O)Nc3cccc(F)c3)nnc2n1
    5 | -12 | 1 | 3 | -7 | 8 | 1 | 12 | 0.1
Cc1cc(C)c2c(N)c(C(=O)c3ccc(Br)cc3)oc2n1
    -3 | -10 | -5 | 6 | -2 | -4 | 2 | 4 | 0.0
CN(Cc1ccc(F)cc1)C(=O)c1ccc(NC(=O)CC2SC(N3CCCC3)=NC2=O)cc1 (centres undefined)
    11 | -17 | 4 | -1 | -20 | 4 | 0 | 14 | -0.8
Cc1ccc(S(=O)(=O)/N=C(/Nc2c(C)n(C)n(-c3ccccc3)c2=O)c2ccc(Cl)cc2)cc1
    -2 | -10 | -1 | 2 | 6 | 0 | 0 | 9 | 0.0
COC(=O)c1c(C(=O)OC)c(-c2ccccc2)n2c1CCC2
    7 | 0 | 0 | 1 | 7 | 1 | -2 | 3 | -0.2
O=C1c2ccccc2C(c2nnnn2Cc2ccccc2)N1CCc1c[nH]c2ccccc12 (centres undefined)
    -8 | / | 10 | 8 | 22 | -20 | 29 | / | /
O=S(=O)(c1ccccc1)n1cc(-c2ccccn2)c(N2CCOCC2)n1
    -3 | -5 | 1 | -4 | -4 | -4 | 1 | 9 | -0.2
O=C(N=Nc1c(O)n(Cc2ccccc2)c2ccccc12)c1cc2ccccc2cc1O
    -5 | -12 | 0 | 8 | 4 | -4 | 0 | 8 | -1.3
CCCCN1CC(=O)N2[C@H]3c4cc(C)ccc4OC[C@@H]3[C@H](C(=O)OCC)[C@]2(C)C1=O
    14 | -9 | -3 | 5 | 1 | -3 | 1 | 13 | 0.1
Fc1ccc(NC(=S)N2CCc3ccccc32)cc1
    2 | -10 | 1 | 4 | 2 | -2 | 2 | 14 | -1.6
O=C(NCc1ccc(Cl)cc1)c1cc(=O)[nH]c2ccc(S(=O)(=O)N3CCOCC3)cc12
    -6 | -13 | 0 | -4 | 3 | 5 | 0 | 7 | 0.2
O=C(COC(=O)c1ccncc1)NCc1ccccc1
    -2 | -11 | -2 | 6 | 0 | 1 | 1 | 9 | 1.6
O=C(CSc1ccc(Cl)cc1)NNC(=O)c1cccnc1
    1 | 16 | 5 | 6 | -3 | 6 | 8 | -4 | -6.3
CCN=c1sc(C(=O)Nc2ccccc2)c(C)n1CC
    4 | -10 | -4 | 13 | 0 | -1 | 0 | 7 | -3.0
O=[N+]([O-])c1ccc(CN2CCN(c3ccc([N+](=O)[O-])cc3)CC2)cc1
    -9 | -2 | -4 | 4 | 1 | -16 | 8 | -3 | 0.6

Looked up one by one from the entries so far, 2 records:
Value order: CHRM4 PAM | CHRM1 antagonist | CHRM5 agonist | M5 antag | CHRM4 antagonist | M5 PAM | M4 ag | CHRM1 PAM | CRFBP-R2 agonist
Cc1cc(C)c2c(N)c(C(=O)c3ccc(Br)cc3)oc2n1
    -3 | -10 | -5 | 6 | -2 | -4 | 2 | 4 | 0.0
OC1NC(=S)N(c2ccccc2)C1O (centres undefined)
    -2 | -12 | 0 | 4 | 0 | -1 | 1 | 5 | -2.3

Screening results deposited in PubChem BioAssay by several laboratories.
